VP16 counter = inhibits Gal4-VP16 luciferase reporter, ROR gamma counter-screen | Drosophila S2 Gal4-VP16 UAS-luciferase, luminescence, 20 h | Potency, µM (series often up to 53.6 µM), for inactives: at the top dose activity, negative = inhibition, hits mostly inhibitors | hit rate 3.5% among 310,000 | AID 2546;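 note: Gal4-VP16 expression switched on by copper sulfate through the metallothionein promoter; potency is the fitted concentration of half-maximal effect; % is set by controls: 0 for no effect and ±100 for the full control effect; nearly all actives have a fitted effect of over 50% in size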
MBNL1 CUG block = MBNL1-poly(CUG) RNA binding inhibition; Q9NR56; TR-FRET MBNL1-His/biotin-(CUG)12 binding, 665/545 ratio; Potency, µM (series often up to 57.5 µM), without a hit: top-dose activity change, negative = inhibition, most hits filed as inhibitors; hit rate 0.036% among 280,000; AID 2675; active = well fitted inhibition curve with a large enough effect in the signal ratio, with a control signal flat, not every such curve was filed as active; inconclusive = small, poorly fitted or top-dose-only effect, or effect the other way, or a change in a side signal; inactive = no such curve, though single readings can be large or run the other way; the % refers to the signal ratio; note: potency is the fitted concentration of half-maximal effect; % is set by controls: 0 for no effect and ±100 for the full control effect
Target sequence (Q9NR56 whole entry, looked up): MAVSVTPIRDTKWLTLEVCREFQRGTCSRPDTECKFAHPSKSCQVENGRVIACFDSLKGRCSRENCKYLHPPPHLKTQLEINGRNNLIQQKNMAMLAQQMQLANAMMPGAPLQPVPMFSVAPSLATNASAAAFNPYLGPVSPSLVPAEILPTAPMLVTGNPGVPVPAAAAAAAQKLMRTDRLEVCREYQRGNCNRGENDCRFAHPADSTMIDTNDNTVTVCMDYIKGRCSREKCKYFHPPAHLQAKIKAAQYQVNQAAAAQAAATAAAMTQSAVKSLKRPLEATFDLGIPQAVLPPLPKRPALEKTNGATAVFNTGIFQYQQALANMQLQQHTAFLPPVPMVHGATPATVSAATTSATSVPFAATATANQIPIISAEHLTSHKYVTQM
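Ratiometric TR-FRET (665 over 545 nm, excitation 340 nm) tracks disruption of MBNL1-His/biotin-(CUG)12 complex after 60 min at room temperature, with compounds at 92 nM to 58 uM final.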
PKM2 activator = increases activity of human pyruvate kinase M2; P14618; purified PKM2, Kinase-Glo ATP luminescence, activation; response scale: 0% is enzyme alone, no compound; Potency, µM (top dose mostly 57.5 µM), inactives show top-dose activation, most hits filed as activators; hit rate 0.34% among 260,000; note: potency is the fitted concentration of half-maximal effect; % is set by controls: 0 for no effect and ±100 for the full control effect; nearly all actives have a fitted effect of over 55% in size
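Purified hPK-M2 (>95% pure) converted ADP (0.1 mM final) to ATP with 0.5 mM PEP in 50 mM imidazole pH7.2, KCl, MgCl2, Tween 20, BSA; 1 h at room temperature. ATP detected by Kinase-Glo luminescence.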
KCNH2 3.1 block = blocks the human KCNH2 3.1 channel isoform; U2OS KCNH2 3.1, thallium flux FluxOr; active compounds read low; hit rate 0.95% among 340,000; AID 720553; activity change, % (tested at about 1.8 µM);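 active = maximum activity change below -70%; inconclusive = maximum activity change from -70% to -50%; inactive = maximum activity change above -50%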;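 note: thallium influx rate constant from kinetic fluorescence after stimulation buffer; % is set by controls: 0 for no effect and ±100 for the full control effect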
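Measured as rate of thallium-driven FluxOr signal in transduced U2OS cells carrying the 3.1 channel, read kinetically for 2 min upon stimulation; values are rate constants scaled to DMSO control wells.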
Menin-MLL TR inh = displaces Texas Red mutant MLL peptide from human menin; Potency, µM (titrated, usually from 61.6 µM), without a hit: top-dose FP activity change, negative = inhibition, usual class: inhibitors; hit rate 0.23% among 270,000; Menin + Texas Red MLL mutant peptide, fluorescence polarization; O00255; active = well fitted inhibition curve with a large enough effect in the polarisation, with a control signal flat, not every such curve was filed as active; inconclusive = small, poorly fitted or top-dose-only effect, or effect the other way, or a change in a side signal; inactive = no such curve, though single readings can be large or run the other way; the % refers to the polarisation; note: potency is the fitted concentration of half-maximal effect; % of control where 0% means no effect; many of its hits are not listed in these tables
NPC1 promoter act = NPC1 promoter activation | Huh7 NPC1 promoter luciferase reporter, 24 h | AID 485313 | Potency, µM (series often up to 9.22 µM), without a hit: top-dose activation, usual class: activators | hit rate 2.4% among 320,000;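 note: potency is the fitted concentration of half-maximal effect; % of control where 0% means no effect; nearly all actives have a fitted effect of over 60% in size; reporter is driven by a mutant NPC1 promoter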
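Luminescence from an NPC1 promoter-driven luciferase reporter in stably transfected Huh7 cells was measured after 24 h compound treatment at 37 °C, followed by 10 min ambient incubation with luciferase detection reagent.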
FLuc modulator = firefly luciferase modulation, counter-screen for miR-21 project. P08659. Potency, µM (doses to about 57.5 µM), without a hit: at the top dose activity change, negative = inhibition, usual class: inhibitors. hit rate 6.9% among 360,000. purified FLuc, Km substrates, luminescence inhibition;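 note: potency is the fitted concentration of half-maximal effect; plate controls were vehicle for no effect and reference inhibitor for full effect; nearly all actives have a fitted effect of over 55% in size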
Target sequence (P08659 whole entry, looked up): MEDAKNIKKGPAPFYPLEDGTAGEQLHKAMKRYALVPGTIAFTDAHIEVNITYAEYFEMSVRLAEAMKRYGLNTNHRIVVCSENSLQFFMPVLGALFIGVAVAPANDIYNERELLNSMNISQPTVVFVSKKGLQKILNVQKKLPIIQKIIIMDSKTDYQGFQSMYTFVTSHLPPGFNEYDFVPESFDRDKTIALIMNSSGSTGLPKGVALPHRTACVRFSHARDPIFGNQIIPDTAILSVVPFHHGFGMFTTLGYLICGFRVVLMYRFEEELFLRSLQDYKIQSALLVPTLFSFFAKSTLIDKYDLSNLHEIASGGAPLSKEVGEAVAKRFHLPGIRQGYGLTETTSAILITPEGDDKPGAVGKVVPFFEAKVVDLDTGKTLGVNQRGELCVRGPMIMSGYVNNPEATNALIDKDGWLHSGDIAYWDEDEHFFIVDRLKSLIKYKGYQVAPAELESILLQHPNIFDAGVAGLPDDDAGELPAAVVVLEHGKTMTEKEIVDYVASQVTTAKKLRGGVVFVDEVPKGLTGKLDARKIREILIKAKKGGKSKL
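Purified P. pyralis luciferase (10nM final) with 10uM D-luciferin and 10uM ATP (Km levels) in 50mM Tris acetate pH 7.5, 10mM Mg acetate, 0.01% Tween-20, 0.05% BSA; qHTS 6-point titration, ~60 µM downward; luminescence read.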
Rab9 prom act = activators of Rab9 promoter. Huh7 Rab9 promoter-luciferase reporter, luminescence, 24 h. Potency, µM (titrated, usually from 9.22 µM), for the others: top-dose activation, negative = inhibition, actives largely listed as activators. hit rate 2.8% among 320,000. AID 485297; note: potency is the fitted concentration of half-maximal effect; % of control where 0% means no effect; nearly all actives have a fitted effect of over 60% in size
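Rab9 promoter-driven luciferase in stably transfected Huh7 cells; 1500 cells/well rested 2 h, exposed to compound in DMSO for 24 h at 37 °C, 5% CO2. Luminescence read 10 min after adding luciferase reagent at ambient temperature.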
ELG1 repair inh = inhibitors of ELG1-dependent DNA repair in HEK293T cells. HEK293T ELG1-luciferase reporter, luminescence, 16 h; DNA damage induced by 5-fluorouridine. Potency, µM (highest dose often 46.1 µM), for inactives: at the highest dose activity change, negative = inhibition, actives largely listed as inhibitors. hit rate 2.3% among 330,000; note: potency is the fitted concentration of half-maximal effect; % is set by controls: 0 for no effect and ±100 for the full control effect; nearly all actives have a fitted effect of over 55% in size
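Step one: seed 2,000 cells per well. Step two: pin-transfer compound or DMSO alongside 5-fluorouridine. Step three: incubate 16 hr, 37 °C, 5% CO2. Step four: add ONE-Glo, wait 30 min, read luminescence.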
Mito fusion act = inhibitors of mitochondrial division or activators of mitochondrial fusion | S. cerevisiae fusion-defective mutant growth rescue, CellTiterGlo 48 h | Potency, µM (titrated, usually from 46.1 µM), for the others: top-dose growth rescue (activation), hits mostly activators | hit rate 0.23% among 320,000 | AID 485298;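 note: potency is the fitted concentration of half-maximal effect; % of control where 0% means no effect; nearly all actives have a fitted effect of over 45% in size; temperature-sensitive fusion mutants such as fzo1-1 at 37 °C on non-fermentable ethanol glycerol medium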
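Temperature-sensitive fusion-defective S. cerevisiae (e.g. fzo1-1, mgm1-5) were grown with compound in YPEG medium (3% ethanol, 3% glycerol) for 48 hours at 37C. Growth rescue was measured as viability by CellTiterGlo luminescence after 10 minutes at ambient.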
RORg inh = blocks mouse ROR gamma transcriptional activity. Potency, µM (top dose mostly 53.6 µM), for the others: top-dose activity change, negative = inhibition, usual class: inhibitors. hit rate 5.4% among 310,000. Drosophila S2 Gal4-RORgamma UAS-luciferase reporter, 20 h. P51450. AID 2551; note: potency is the fitted concentration of half-maximal effect; % is set by controls: 0 for no effect and ±100 for the full control effect; nearly all actives have a fitted effect of over 60% in size
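Drosophila Schneider cells stably carrying a metallothionein-driven Gal4 DBD–ROR gamma fusion and a UAS-Photinus luciferase reporter were exposed to compound for 1 hr, then induced with copper sulfate (700 uM final) for 20 hr at ambient temperature before luminescence reading.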
Numbers without * were called inactive; ? = inconclusive; . = not tested or not shown; [ ] = dose if it differs, or a comment. Unless noted, calls come from the whole dose curve; as a rule, active = well fitted curve in the direction sought with a large enough effect; inconclusive = small, poorly fitted or top-dose-only effect, or another doubt; inactive = no such curve, though single readings can be large; an effect the other way counts as inactive or inconclusive. This is a subset, so the mix of outcomes need not match the whole.

SMILES	VP16 counter	MBNL1 CUG block	PKM2 activator	KCNH2 3.1 block	Menin-MLL TR inh	NPC1 promoter act	FLuc modulator	Rab9 prom act	ELG1 repair inh	Mito fusion act	RORg inh
O=C(c1ccc(F)cc1)N1CCCCC(Sc2nnc3ccccn23)C1=O (centres undefined)	9%	2%	1%	-7	-11%	.	6%	.	.	3%	2%
CCn1c(SCc2nc3ccccc3c(=O)[nH]2)nc2ccccc2c1=O	-13%	4%	-3%	-3	14%	-2%	-2%	2%	-29%	0%	13%
C[C@H](NC(=O)N1CCn2c1nc1ccccc12)C(=O)NCCc1ccccc1	0%	-6%	.	-45	.	18%	0%	0%	2%	-1%	-7%
O=c1cc(CSc2ccc(Cl)cc2)[nH]c2[nH]n(-c3ccccc3)c(=O)c12	-3%	5%	-3%	9	.	-7%	?	-3%	14%	1%	9%
CCCCCCCCCc1nc(N)n[nH]1	1%	-8%	14%	4	-17%	-13%	-3%	24%	6%	-6%	29%
O=C(COc1ccc2c(c1)OCO2)Nc1ccc(Cl)cn1	-5%	-2%	-1%	7	-43%	2µM*	13µM*	3.5µM*	?	7%	4%
CC1(C)Cc2c(sc3nc(-c4ccccc4Cl)n(N)c(=O)c23)CO1	11%	2%	-8%	3	-3%	1%	-2%	-11%	?	0%	?
Cc1nn(C)c(C)c1S(=O)(=O)N1CCCC(C(=O)NC2CCCCC2)C1 (centres undefined)	1%	-10%	-3%	16	7%	-3%	-1%	-5%	0%	1%	1%
Cc1ccc(-c2cc(C(=O)OCC(=O)NC3CC3)c3ccccc3n2)cc1	.	.	.	-16	.	-2%	.	5%	-1%	27%	.
COc1ccc(CC(=O)N2CCNC2=O)cc1	2%	3%	-3%	0	3%	-3%	6%	3%	-2%	-2%	-7%
O=C(O)c1cc2c(cn1)[nH]c1ccccc12	-25%	11%	.	11	24%	8%	-1%	8%	?	5%	-21%
Cc1cccc(-n2ccc(=O)c(C(=O)Nc3ccc(S(=O)(=O)Nc4nccc(C)n4)cc3)n2)c1	2%	13%	.	0	.	1%	3%	-4%	?	2%	-20%
Cc1cccc(NC(=O)Cn2nnc3ccccc32)c1	14%	-3%	0%	6	-16%	2.8µM*	?	2.8µM*	?	-8%	12%
CCN(CC(=O)Nc1ccccc1C(F)(F)F)C(=O)CSCC(=O)Nc1cc(C)on1	.	.	.	-5	.	1%	1%	-17%	-1%	-13%	.
COc1ccc(C2=CC(=O)CC(C)(C)C2)cc1OC	.	.	.	.	.	0%	2%	1%	?	-22%	.
CC(=O)c1ccc(N2CCN(C(=O)c3noc4c3CSc3ccccc3-4)CC2)cc1	-2%	-3%	1%	1	-8%	-2%	-4%	-1%	4%	-5%	28%
O=c1ccc(S(=O)(=O)N2CCCC2)cn1Cc1ccc(Cl)cc1Cl	.	.	.	1	.	-8%	-14%	-6%	-18%	2%	.
Cc1cc(SCC#N)n2nc(C)c(-c3ccccc3)c2n1	2.5µM*	13%	-7%	-5	?	-4%	?	-4%	23µM*	20%	1.3µM*
O=C(CNC(=O)c1ccc(Br)o1)NCC(=O)OCc1ccccc1	.	.	.	2	.	1%	3%	1%	9%	-4%	.
Cc1nnc(SCC(=O)Nc2nccs2)n1C(C)C	-9%	-5%	0%	3	.	0%	1%	15%	10%	-1%	2%
Cc1occc1C(=O)N1N=C(C2CC2)CC1(O)C(F)(F)F (centres undefined)	?	4%	2%	-12	2%	-2%	-3%	4%	-2%	1%	7.9µM*
COc1ccc(CCNC(=O)c2ccc(CS(=O)Cc3ccc(Cl)cc3)o2)cc1OC (centres undefined)	-9%	-1%	.	-2	.	-3%	4%	-4%	9%	-7%	7%
COc1ccc(C2NCCC3(O)CCCCC23)c(OC)c1OC (centres undefined)	-11%	-9%	-1%	2	-3%	1%	5%	2%	0%	3%	3%
CC(C)OCCCn1c(SCC(=O)Nc2ccccc2C(F)(F)F)nc2nccnc2c1=O	3%	18%	.	23	.	0%	1%	-12%	8%	5%	-4%
Cc1cccc(NC(=O)c2ccc3[nH]c(=O)c(=O)[nH]c3c2)n1	-1%	1%	.	-13	0%	-2%	0%	-7%	9%	0%	-8%
Cc1ccc(SCC(=O)NCCCN2CCOCC2)cc1	5%	-11%	2%	-6	0%	1%	6%	-9%	12%	-1%	3%
COc1cc(CN2CCNC(=O)C2CC(=O)N(C)CCN2CCOCC2)cc(OC)c1 (centres undefined)	-1%	3%	-1%	-5	-23%	-3%	1%	-3%	-1%	0%	-27%
O=S1(=O)C=C(SCCN2CCCCC2)c2ccccc21	-26%	-1%	0%	4	6%	14%	-15%	4%	-3%	0%	26%
COc1cc2ccccc2cc1C(=O)Nc1ccc(C)cc1	?	8%	5%	-17	?	18%	3µM*	3%	?	-11%	?
CCc1nn(C(C)C(=O)N2CCN(c3ccc(OC)cc3)CC2)c(=O)c2cc3occc3n12 (centres undefined)	1%	5%	.	9	-13%	-33%[inhibitor]	2%	-22%	-11%	-8%	7%
COc1ccc(N2C(=O)CC(NNC(=O)c3cc(C)oc3C)C2=O)cc1 (centres undefined)	4%	4%	-35%	-25	-10%	1%	1%	18%	-9%	-5%	37%
CCOc1nc2c(c(=O)n(C)c(=O)n2C)n1Cc1ccccc1Cl	1%	12%	3%	6	-2%	-4%	0%	-8%	8.2µM*	20%	41%[10 µM]
CCC(C)[C@H]1CNCCN1CCC12CC3CC(CC(C3)C1)C2 (some centres undefined)	.	.	.	-136*	.	-2%	0%	2%	?	-23%	.
O=C(NCCCn1ccnc1)c1cc(-c2cccnc2)nc2ccc(Br)cc12	-8%	64%[activator]	12%	-7	0%	-5%	?	4%	-8%	4%	9%
O=C(NCCCN1CCOCC1)/C(=C/c1ccco1)NC(=O)c1ccccc1	3%	10%	.	3	-10%	-1%	1%	-1%	7%	-1%	-9%
Cc1ccc(OCc2ccc(C(=O)NN)o2)c([N+](=O)[O-])c1	3%	9%	0%	-24	.	9%	?	-3%	-8%	2%	-64%
CSc1nc(C)c(C(=O)Nc2ccccc2)c(C)c1C#N	-4%	4%	4%	-7	19%	3%	-3%	-5%	?	2%	2%
COCCNC(=O)c1ccccc1NC(=O)Nc1ccccc1	-6%	-1%	-12%	-15	-8%	-4%	27µM*	2%	7%	1%	20%
CCOc1cc2[nH]c(=S)n(CCN3CCCCC3CC)c(=O)c2cc1OCC (centres undefined)	-14%	5%	-5%	12	-9%	-4%	0%	-1%	-3%	1%	-44%
CCc1nnc(NC(=O)CCNC(=O)c2ccco2)s1	-2%	-9%	.	1	?	0%	1%	0%	-19%	2%	34%
Cc1nc2nc(SCC(N)=O)[nH]c2cc1Br	-5%	1%	-16%	-2	22%	2%	-4%	2%	18%	-4%	-12%
CC(=O)N1CCN(Cc2nc3cc(NC(=O)c4ccc(Cl)cc4)ccc3n2C)CC1	-10%	-7%	-8%	-37	-12%	-5%	?	2%	21µM*	2%	2%
CCC(C)(C(=O)NC1CCCCC1)N(C(=O)c1ccccn1)c1ccc(C)cc1 (centres undefined)	1%	4%	3%	-12	-17%	-2%	0%	3%	0%	-2%	21%
CC(C)CCNC(=S)Nc1ccc2nc3n(c(=O)c2c1)CCCCC3	-18%	-17%	0%	-11	-2%	1%	-1%	0%	2%	6%	-6%
O=C(Nc1ccc(N2CCN(C(=O)c3ccccc3)CC2)c(Cl)c1)c1cccnc1	18µM*	4%	-1%	-18	32%[activator]	-2%	-2%	-6%	8.2µM*	-4%	?
O=C(c1ccc(CSc2nc3ccncc3[nH]2)cc1)N1CCCCC1	0%	-4%	-8%	12	-10%	12%	?	10%	?	-6%	12%
OC(COc1ccc(OCc2ccccc2)cc1)CN1CCOCC1 (centres undefined)	-22%	-11%	-17%	-3	2%	7%	0%	-3%	19%	-8%	4%
COc1ccc(CCNC(=O)c2cc(-c3cc(Cl)cc(Cl)c3)oc2C)cc1	2%	-3%	-2%	-4	.	2%	-8%	2%	6%	-23%	-4%
CCOC(=O)c1c(-c2ccc(C)o2)csc1NC(=O)CN1CCOCC1	-1%	7%	?	0	0%	-1%	4%	-4%	-29%	-2%	13%

Screening data deposited in PubChem by National Center for Advancing Translational Sciences (NCATS).
